Compound activity: PubChem, several laboratories
DNMT1 block: human DNMT1 methyltransferase inhibitors, primary screen, biochemical, molecular beacon, fluorescence, HinP1I cleavage, uHTS; AID 588458, 2011; hit rate 0.83% among 360,000; DNA (cytosine-5)-methyltransferase 1 (Homo sapiens), P26358; inhibition (reported as % activation of signal), % at 10 µM; in the data active = inhibition above about 50%
Scp1 inh: Scp-1 phosphatase inhibitors, primary screen, biochemical, colorimetric, uHTS | Carboxy-terminal domain RNA polymerase II polypeptide A small phosphatase 1 (Homo … | Recombinant Scp1, phosphopeptide, malachite green phosphate absorbance | inhibition, % at 20 µM | hit rate 0.88% among 340,000 | AID 493091, 2011;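 active = inhibition above about 50% at 20 µM, limit read from the data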;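 also: plate controls were DMSO wells with enzyme for no effect and wells lacking enzyme for full effect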
Target sequence (Q9GZU7 76-261 limits assumed): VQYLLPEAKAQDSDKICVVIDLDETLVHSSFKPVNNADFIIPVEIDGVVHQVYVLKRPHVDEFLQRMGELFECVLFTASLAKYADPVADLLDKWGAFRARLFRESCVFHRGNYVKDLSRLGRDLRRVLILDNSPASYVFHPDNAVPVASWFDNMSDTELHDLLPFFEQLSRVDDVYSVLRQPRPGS
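Material – SCP-1 phosphatase catalytic domain, residues 76-261 · Buffer or medium – Acidic Tris acetate buffer with magnesium and detergent · Also added – Phospho 17-mer peptide substrate · Compound – single 20 µM dose, 1% DMSO · Times – 45 min room-temperature reaction, 5 min colour, 30 min stabiliser · Technique – Phosphate-binding colour reagent, absorbance read at 630 nm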
CSN deneddyl inh: inhibitors of CSN-mediated cullin deneddylation, primary screen, biochemical, fluorescence polarization, uHTS | AID 651999, 2013 | hit rate 0.38% among 360,000 | Purified CSN, SCF-Nedd8-OG deneddylation | inhibition, % at 12.5 µM | COP9 signalosome complex subunit 5 (Homo sapiens), Q92905;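 active = pattern-corrected inhibition above about 35%, with an unprinted fluorescence ratio check between 0.5 and 1.5, limit read from the data, passing the limit was not always enough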;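 also: 0% = enzyme with substrate and 100% = substrate without enzyme; some results filed as inactive read as strong as hits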
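Material: human Csn5 produced in HEK293T cells; Input: enzyme 0.24 nM; Reagent: SCFSkp2-Nedd8OG substrate at 10 nM final; Dosing: 12.5 µM compound; Incubation: 90 min reaction at room temperature; Detection: fluorescence polarization of the substrate; Evaluation: % inhibition of substrate cleavage by Csn5; Control set: substrate-only high control, full reaction low control.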
PABP1 MLLE inh: inhibitors of PABP1 MLLE–PAM2 peptide binding, primary screen, biochemical, fluorescence polarization, FITC-PAM2, GST-MLLE; Polyadenylate-binding protein 1 (Homo sapiens), P11940; inhibition, % at 20 µM; hit rate 0.36% among 360,000; in the data active = inhibition above about 35%, passing the limit was not always enough;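 also: plate controls were DMSO wells with GST-MLLE for no effect and wells lacking GST-MLLE protein for full effect; some results filed as inactive read as strong as hits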
STEP block: STEP phosphatase inhibitors, primary screen, biochemical, fluorescence intensity, uHTS; Tyrosine-protein phosphatase non-receptor type 5 (Homo sapiens), P54829; recombinant STEP, OMFP fluorogenic substrate; inhibition, % at 20 µM; hit rate 0.25% among 360,000; AID 588621, 2011;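 active = inhibition at 20 µM, scaled per plate between control wells, above about 37%, limit read from the data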;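 also: 0% = DMSO with enzyme and substrate and 100% = substrate only without enzyme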
Target sequence (P54829 whole entry, looked up): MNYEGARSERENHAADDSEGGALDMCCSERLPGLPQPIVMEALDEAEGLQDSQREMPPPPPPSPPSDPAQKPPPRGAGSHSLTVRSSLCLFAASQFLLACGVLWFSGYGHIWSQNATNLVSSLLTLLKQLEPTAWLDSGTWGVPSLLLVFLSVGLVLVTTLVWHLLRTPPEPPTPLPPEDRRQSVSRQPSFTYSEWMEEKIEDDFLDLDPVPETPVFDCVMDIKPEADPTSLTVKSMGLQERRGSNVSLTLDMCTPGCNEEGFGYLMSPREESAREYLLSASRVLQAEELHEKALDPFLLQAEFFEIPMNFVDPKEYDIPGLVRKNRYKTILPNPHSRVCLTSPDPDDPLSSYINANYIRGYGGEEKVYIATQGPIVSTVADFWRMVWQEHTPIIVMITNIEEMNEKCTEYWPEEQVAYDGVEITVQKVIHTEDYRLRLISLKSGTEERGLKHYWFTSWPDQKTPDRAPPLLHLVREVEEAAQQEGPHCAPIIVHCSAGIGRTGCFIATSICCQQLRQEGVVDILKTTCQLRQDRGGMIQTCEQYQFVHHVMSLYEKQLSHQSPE
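System: isolated STEP enzyme; schedule: 20 min enzyme reaction at room temperature, protected from light; medium: Bis-Tris buffer pH 6.0, 2.5 mM DTT, 0.005% Tween 20; signal: fluorescence, 480/540 nm; dosing: single compound dose of 20 µM, 1% DMSO final; also added: OMFP substrate, 25 µM final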
Rpn11 inh: Rpn11 (PSMD14) deubiquitinase inhibitors, primary screen, biochemical, fluorescence polarization, uHTS; 26S proteasome non-ATPase regulatory subunit 14 (Homo sapiens), O00487; human 26S proteasome, Ub4-pepOG fluorescence polarization; 20S core pre-blocked with epoxomicin; calls only at 20 µM; hit rate 0.59% among 360,000; AID 588493, 2011;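 active = inhibition at 20 µM, scaled to each plate's controls, above about 33%, limit read from the data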
SUMO1 PPI mod: modulators of SUMO1 protein-protein interactions, primary screen, biochemical, uHTS; hit rate 0.33% among 360,000; Small ubiquitin-related modifier 1 (Homo sapiens), P63165; SUMO1 binding to a labelled peptide, TR-FRET, 1 h; inhibition, % at 20 µM; in the data active = inhibition above about 37%
Target sequence (P63165 whole entry, looked up): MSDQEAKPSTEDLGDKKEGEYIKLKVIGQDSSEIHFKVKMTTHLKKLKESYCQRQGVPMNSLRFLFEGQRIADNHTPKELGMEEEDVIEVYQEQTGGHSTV
Tb MetRS inh: T. brucei MetRS inhibitors, primary screen, biochemical, luminescence | hit rate 0.4% among 360,000 | inhibition, % at 11.9 µM | purified T. brucei MetRS, ATP depletion, Kinase-Glo luminescence | AID 624268, 2012;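 active = inhibition above a per-plate cutoff of the control wells' mean inhibition plus 3 SD, cut at about 5.5% in these data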;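 also: 0% = DMSO wells median and 100% = median of wells with control inhibitor compound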
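Test system: purified T. brucei MetRS enzyme. Also added: ATP, methionine and E. coli bulk tRNA substrates. Compound: 11.9 µM single point. Schedule: 15 min enzyme-compound preincubation, 2 h reaction, 10 min detection, 25 °C. Signal: luciferase luminescence of residual ATP, Kinase-Glo. Evaluation: percent inhibition versus plate control medians. Controls: DMSO wells, low control.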
LMPTP block: LMPTP phosphatase inhibitors, primary screen, biochemical, fluorescence intensity, uHTS; inhibition, % at 20 µM; recombinant LMPTP-A, OMFP fluorogenic substrate; hit rate 0.22% among 360,000; Low molecular weight phosphotyrosine protein phosphatase (Homo sapiens), P24666; AID 651560, 2012;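 active = compounds that cut the enzyme signal by at least half of the control window in the single-dose screen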;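 also: plate controls were DMSO wells with enzyme plus substrate for no effect and substrate without enzyme for full effect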
Target sequence (P24666 whole entry, looked up): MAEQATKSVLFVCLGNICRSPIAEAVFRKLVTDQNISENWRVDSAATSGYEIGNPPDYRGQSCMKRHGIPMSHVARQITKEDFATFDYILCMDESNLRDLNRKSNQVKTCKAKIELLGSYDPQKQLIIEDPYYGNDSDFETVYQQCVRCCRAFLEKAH
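test system = LMPTP-A | amount = 0.625 nM LMPTP-A final | reagent = fluorogenic phosphatase substrate OMFP at 400 µM final | incubation = 50 min at room temperature | benchmarks = no-enzyme low control, uninhibited high control | medium = Bis-Tris pH 6.0, DTT, detergent | signal = fluorescence intensity of OMFP turnover product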
NadD inh: inhibitors of S. aureus NadD, primary screen, biochemical, colorimetric, uHTS; inhibition, % at 20 µM; purified NadD enzyme, colorimetric absorbance read-out; hit rate 0.78% among 360,000; in the data active = inhibition above about 26%; also: some compounds past the cut are filed as inactive
* hit, by the source's call; i = inactive; . = no result given.

SMILES	DNMT1 block	Scp1 inh	CSN deneddyl inh	PABP1 MLLE inh	STEP block	Rpn11 inh	SUMO1 PPI mod	Tb MetRS inh	LMPTP block	NadD inh
O=c1[nH]c(=S)[nH]c2c1[C@H](CCc1cccc(Cl)c1)O[C@H](C1CC1)C2	.	.	3	.	.	.	-3	-0.3	0.2	14
COc1ccc(NS(=O)(=O)c2ccc(NC(=S)NC(=O)c3cccnc3)cc2)nn1	2	-9	-14	29	0	i	7	-1.1	0.5	-4
CN(CC(=O)Nc1ccccc1C(=O)NC1CC1)Cc1ccc(N(C)C)cc1	-4	-13	-8	5	-4	i	1	-0.2	-0.1	1
CS(=O)(=O)c1ccc2nc(NC(=O)c3ccc(NS(=O)(=O)c4ccc(F)c(F)c4)cc3)sc2c1	-3	3	3	-13	-2	i	-9	-0.8	1.7	-3
Cc1cc(C)c(-c2csc(NC(=O)C3=COCCO3)n2)c(C)c1	-1	-1	3	6	0	i	2	-0.5	2.0	-1
O=C(Nc1ccc(OCCO)cc1)c1csc([C@@H]2C[C@H](O)[C@@H](CO)O2)n1	4	.	-4	-1	1	i	0	0.0	-0.6	-4
O=C(Oc1ccccc1N1C(=O)C2CCCCC2C1=O)c1ccc(Cl)cc1 (stereo not drawn)	4	-9	1	4	3	i	0	-0.3	-0.5	-2
Cc1c(Cl)cccc1NC(=O)CCN1CCOCC1	3	8	3	11	-1	i	17	-0.4	-1.6	-5
COc1cc(C(C)=O)ccc1OCC(=O)NCC(c1ccc(F)cc1)N1CCOCC1 (stereo not drawn)	0	-2	2	-9	0	i	3	-0.1	-1.5	1
NCC(c1ccco1)c1c[nH]c2ccccc12 (stereo not drawn)	-36	-5	4	-27	0	i	-3	0.4	3.3	13

Reformatted: 4 of the compounds above.
DNMT1 block,Scp1 inh,CSN deneddyl inh,PABP1 MLLE inh,STEP block,Rpn11 inh,SUMO1 PPI mod,Tb MetRS inh,LMPTP block,NadD inh,SMILES
-1,-1,3,6,0,i,2,-0.5,2.0,-1,Cc1cc(C)c(-c2csc(NC(=O)C3=COCCO3)n2)c(C)c1
4,.,-4,-1,1,i,0,0.0,-0.6,-4,O=C(Nc1ccc(OCCO)cc1)c1csc([C@@H]2C[C@H](O)[C@@H](CO)O2)n1
4,-9,1,4,3,i,0,-0.3,-0.5,-2,O=C(Oc1ccccc1N1C(=O)C2CCCCC2C1=O)c1ccc(Cl)cc1 (stereo not drawn)
3,8,3,11,-1,i,17,-0.4,-1.6,-5,Cc1c(Cl)cccc1NC(=O)CCN1CCOCC1

Following part.
SMILES	DNMT1 block	Scp1 inh	CSN deneddyl inh	PABP1 MLLE inh	STEP block	Rpn11 inh	SUMO1 PPI mod	Tb MetRS inh	LMPTP block	NadD inh
O=C(Cc1c[nH]c2ccccc12)NC1(C(=O)NC2CCCCC2)CCCCC1	-1	-3	-4	-3	-2	i	-2	-1.1	-1.6	-1
COCCNC(=O)c1cc2c(-c3ccc(Cl)cc3)nn(C)c2s1	13	3	-2	9	0	i	-3	0.3	1.8	-4
Cc1onc(-c2ccccc2Cl)c1C(=O)Nc1ccc2c(c1)OCO2	2	-6	0	-18	4	i	3	-0.1	1.0	-5
COc1cccc(N=Cc2c(O)c3ccccc3oc2=O)c1	-5	-3	-1	-1	-2	i	-7	-0.3	0.6	-3
Cc1cc(NC(=O)Nc2cccc(C)c2C)no1	0	2	-2	-2	1	i	-1	-1.0	-1.8	3
O=C(NC(=S)Nc1cccc([N+](=O)[O-])c1)C1CCCC1	2	-5	-1	20	0	i	-22	-0.3	4.1	-7
Cc1ccc2sc(N3CCN(C(=O)C4=COCCO4)CC3)nc2c1C	-3	2	2	-4	3	i	-2	-0.3	1.3	-7
Nc1ccc(-c2nc3ncccc3o2)c(Cl)c1	2	-1	-4	-7	-2	i	-4	-0.8	-0.9	-4
COc1ccc(CCNC(=S)NC(=O)c2cccc([N+](=O)[O-])c2)cc1OC	-4	-7	-4	32	1	i	-32	-0.2	0.3	-6
CC1CCCN(C(=O)c2sc3cc([N+](=O)[O-])ccc3c2Cl)C1 (stereo not drawn)	-2	-5	-2	0	1	i	-27	0.1	-1.2	-2
COc1ccccc1N1CCN(C(=O)c2ccc([N+](=O)[O-])s2)CC1	-16	-3	-3	-10	0	i	-27	-0.6	-1.1	3
CC(=O)N1CCN(CC(=O)Nc2ccc(Cl)c(S(=O)(=O)N(C)C)c2)CC1	24	9	-6	6	-2	i	1	-1.1	-2.2	-1
CC(C)CNC(=O)C1(C)CCCN1C(=O)c1cccnc1Oc1ccccc1 (stereo not drawn)	-4	.	0	-2	2	i	5	0.1	-0.7	1
Cc1ccc(OCCCC(=O)Nc2nc3ccccc3[nH]2)cc1	3	-6	-4	-5	-5	i	-1	4.4	5.2	-8
O=C(CN(C(=O)CCC(=O)Nc1ccccn1)c1ccc2c(c1)OCCO2)NCCc1ccccc1	9	-12	-4	4	2	i	-3	0.5	-3.9	-5
Cc1cccc(Cn2c(N3CCCCC3C)nc3c2c(=O)[nH]c(=O)n3C)c1 (stereo not drawn)	0	-7	2	7	1	i	1	0.9	-1.5	-1
OCCCNc1ncnc2c1cnn2-c1ccc(Cl)cc1	2	-7	1	-4	-2	i	2	-1.6	-1.9	-4
Cc1cnc(C(=O)OCc2csc(CC(=O)Nc3ccccc3C)n2)cn1	-13	0	4	-25	2	i	-2	0.2	-0.1	1
Cc1ccc(NC(=O)Nc2cc(S(=O)(=O)N(C)C)ccc2C)cc1	-1	-3	5	0	-1	i	3	-0.6	1.5	-2
CN(C)S(=O)(=O)c1ccc(C(=O)Nc2nnc(Cc3ccccc3)s2)cc1	4	-5	2	-9	-1	i	1	-2.0	-0.3	2
O=C(C1CC(=O)N(c2ccc(F)cc2)C1)N1CCN(c2ccccc2)CC1 (stereo not drawn)	1	-2	-3	6	-1	i	1	-0.4	0.9	-6
C[C@H](O)[C@@H](C(=O)N1CCN(C(=O)OC(C)(C)C)CC1)n1cc(CCCCNC(=O)OC(C)(C)C)nn1	5	-5	2	0	-4	i	-4	-0.2	-2.1	-5
O=C(CNC(=O)C12CC3CC(CC(C3)C1)C2)N/N=C\c1ccco1	3	-5	1	0	-2	i	-3	-0.3	0.4	-2
Oc1ccc2ccccc2c1-c1sc(Nc2ccccc2)n[n+]1-c1ccc(F)cc1	34	0	-72	i	-8	i	-23	-0.3	2.0	12
Nc1nc(=S)c2ncn([C@@H]3O[C@H](CO)[C@@H](O)[C@H]3O)c2[nH]1	4	-9	-3	38	2	i	2	-0.3	-1.4	-2
CC(C)n1nc(C(=O)Nc2cccc(S(=O)(=O)NCc3ccco3)c2)c2ccccc2c1=O	-1	-3	-3	-14	-3	i	-3	-1.5	3.1	-7
Cc1ccc(-n2c(SCc3ccc([N+](=O)[O-])cc3)nc3ccccc3c2=O)cc1	-8	-15	2	4	3	i	0	-0.9	3.4	6
Clc1ccc(Nc2ncn[nH]2)c(Cl)c1	2	-7	-9	1	0	i	2	0.1	-0.2	12
CCOC(=O)c1c(C)c(C(=O)Nc2ccc3c(c2)OCO3)c(C)n1C	-14	-6	-3	5	3	i	7	-0.6	1.1	-7
COc1ccc(C[C@H]2CN3C(=NC[C@H]3C)N2CCNC(=O)c2ccc(C)c(Br)c2)cc1	5	2	6	7	1	i	-5	-0.1	0.1	0
COc1c(F)c(F)cc2c(=O)c(C(=O)O)cn(C3CC3)c12	0	7	-1	-9	-3	i	15	-1.0	1.9	-4
COc1ccc(CC(=O)NCc2cccs2)cc1	3	-1	-2	0	-3	i	0	0.0	-1.0	-2
O=C(CN1C(=O)NC2(CCCC2)C1=O)N1CCCSC1=Nc1ccccc1	-2	-9	4	6	2	i	-3	-0.1	-0.5	-2
CSc1ccc(CCNC(=O)C2CCCN(c3nn4c(=O)cc(C)nc4s3)C2)cc1 (stereo not drawn)	2	-1	-3	9	-4	i	1	0.0	-0.4	2
Cc1cc(C)c(CN2CCN(CCCn3cnc(C(=O)Nc4ccc(C)c(C)c4)n3)CC2)c(C)c1	-9	0	8	-2	3	i	-4	-0.1	-0.9	4
Cc1noc(C)c1COc1ccc(C(=O)NCC2CCCO2)cc1 (stereo not drawn)	1	-1	-2	7	-16	i	-2	-0.8	-1.0	-1
Cc1cccc(C)c1OCC(=O)Nc1ccc(S(=O)(=O)Nc2ccccn2)cc1	-4	-7	-3	-6	-1	i	-1	0.2	-1.2	-1
COc1cc2c(CCNC(C)=O)c[nH]c2cc1O	0	-4	1	16	1	i	-1	-0.1	0.1	7
COc1ccccc1C(=O)NCCC(=O)N(C)Cc1cccnc1	0	-6	-3	10	1	i	-1	0.3	-0.9	-1
COc1cc(C2Nn3c(nnc3-c3ccccc3OC)S2)ccc1O (stereo not drawn)	-3	-4	-1	-12	-2	i	3	-0.4	-0.3	5
CCN1CCCC1CNC(=O)Cn1cccc1C(=O)c1ccccc1C (stereo not drawn)	-1	1	-1	-2	-4	i	-4	-1.1	-4.7	-2
CC(C)c1nnc(NC(=O)C2CCN(c3cnccn3)CC2)s1	0	-2	-3	9	-2	i	2	-0.6	-1.1	-4
CSc1ccccc1C(=O)Nc1nccs1	8	9	-5	8	-6	i	8	-1.3	-2.6	2
O=C(Nc1ccccc1N1CCCC1)c1cc(S(=O)(=O)N2CCOCC2)ccc1Cl	-2	-2	0	-4	0	i	-17	-0.4	-7.6	4
COc1ccccc1NC(=O)COC(=O)CNC(=O)c1ccc(OC)c(OC)c1	5	-12	3	-3	0	i	-2	0.4	-0.5	0
